# Assay outcomes (PubChem BioAssay)
# Myeloid diff 2 = induction of myeloid progenitor differentiation, primary screen, cell-based, flow cytometry, MLPCN library; ER-HoxA9 myeloid progenitors, lysozyme-GFP differentiation; calls only at 10 µM; hit rate 1% among 360,000;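 active = normalized GFP-positive differentiation at or above the plate's own cutoff, the solvent-only control mean plus 3 SD; inconclusive = no clear call, values can overlap the other calls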;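 also: cells exposed to compound for four days before flow analysis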
# NTR1 agonist = agonists of NTR1, primary screen, imaging, U2OS cells, beta-arrestin-GFP, high content (AID 493036); Neurotensin receptor type 1 (Homo sapiens), P30989; hit rate 0.17% among 330,000; NTR1-U2OS beta-arrestin-GFP spot imaging, agonist mode; activation, % at 20 µM;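 active = activation at or above 40% of the spot to cytoplasm intensity ratio, with at least 20 cells analyzed; inconclusive = wells under 20 cells, flagged as cytotoxic or low count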;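 also: 0% = DMSO without peptide and 100% = 100 nM NTR1 peptide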
# Target sequence (P30989 whole entry, looked up): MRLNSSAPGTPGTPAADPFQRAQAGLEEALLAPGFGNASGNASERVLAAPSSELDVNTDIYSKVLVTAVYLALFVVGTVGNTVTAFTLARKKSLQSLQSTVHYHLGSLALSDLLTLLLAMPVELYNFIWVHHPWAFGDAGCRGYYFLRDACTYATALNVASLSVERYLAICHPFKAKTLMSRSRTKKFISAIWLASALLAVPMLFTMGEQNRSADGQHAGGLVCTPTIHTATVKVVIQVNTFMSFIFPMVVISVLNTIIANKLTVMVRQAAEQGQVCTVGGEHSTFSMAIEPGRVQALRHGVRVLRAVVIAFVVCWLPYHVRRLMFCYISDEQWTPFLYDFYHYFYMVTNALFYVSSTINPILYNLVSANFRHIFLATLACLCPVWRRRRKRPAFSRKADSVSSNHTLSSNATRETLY
# T cell HTS = modulators of CD8 T cell-vesicle binding, primary screen, mouse 2C CD8+ T cells, flow cytometry. 2C CD8+ T cell-vesicle binding; active compounds read low. AID 2052, 2009. calls only at 7 µM. hit rate 0.068% among 330,000;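 active = response, share of CD8 T cells binding vesicles, and their 90th percentile fluorescence all below set limits, cut at about 80% in these data, passing the limit was not always enough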
#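 Material: 2C TCR transgenic mouse naive CD8+ T cells, MACS-purified. Also added: QL9-charged Drosophila Ld/ICAM-1/B7-1 vesicles. Timing: binding 1.5 h at 37 °C. Measured by: high-throughput flow cytometry with anti-B7-1 and anti-CD8 staining. Read-out: percent CD8+ FL2 mean versus row control. Controls: Unloaded micro-vesicles (low), QL9 vesicles with 0.7% DMSO (high).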
# K1F lysis inhibition = inhibition of K1F phage lysis, E. coli UTI89, bacterial capsule biogenesis inhibitors, alamar blue (AID 488966) | E. coli UTI89 K1F phage lysis, alamar blue, 2 h; higher % means a stronger effect | hit rate 0.02% among 340,000 | inhibition, % at 100 µM; hits with a dose series show IC50 in µM;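 active = phage lysis inhibition, versus mean bacterial control, above a set limit; inconclusive = no clear call, values can overlap the other calls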;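 also: capsule biogenesis inhibitors block K1F phage lysis so surviving cells raise fluorescence; higher fluorescence means more inhibition of phage lysis; actives were called in the ten point dose series up to 300 µM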
# PhoP inhibition = inhibitors of PhoP regulon expression, primary screen, Salmonella Typhimurium, GFP reporter (AID 1863); S. Typhimurium PhoP-regulated promoter GFP reporter, 4 h; higher % means a stronger effect; one-dose inhibition, % at 50 µM; IC50 in µM for titrated hits; hit rate 0.16% among 300,000;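 active = inhibition over 29.93%, a cutoff 3 SD above the screen mean, later confirmed by dose response; inconclusive = inhibition over 29.93% but no dose response follow-up; inactive = inhibition at most 29.93% or unconfirmed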;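 also: 0% = low Mg2+ inducing control and 100% = high Mg2+ repressing control; strong numbers were not always called active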
# Large T inhibition = SV40 large T antigen inhibitors, biochemical (AID 1903) | hit rate 0.39% among 310,000 | SV40 large T antigen ATPase/helicase inhibition assay; higher % means a stronger effect | inhibition, % at 20 µM, or IC50 in µM where a hit was titrated; in the data active = a potency from the dose series; inconclusive = inhibition mostly from about 32% at the one dose, without a potency; inactive = the rest, 99 in 100 with inhibition below about 32%; also: strong numbers were not always called active
# RSV CPE inhibition = RSV antiviral activity via CPE protection, HEp-2 cells, primary 10 µM value included (AID 2391) | hit rate 0.13% among 310,000 | CPE inhibition, % at 10 µM, or IC50 in µM where a hit was titrated | HEp-2 cells, RSV-induced CPE inhibition; higher % means a stronger effect; in the data active = a potency from the dose series; inconclusive = CPE inhibition mostly from about 23% at the one dose, without a potency; inactive = the rest, 99 in 100 with CPE inhibition below about 21%; also: strong numbers were not always called active
# MgcRacGAP inhibition = MgcRacGAP GTPase-activating activity inhibitors, confirmation, biochemical, ADP Hunter fluorescence. Rac GTPase-activating protein 1 (Homo sapiens). MgcRacGAP-stimulated Rac1 GTP hydrolysis, ADP Hunter fluorescence; higher % means a stronger effect; GST-tagged Rac1 F28L mutant substrate. inhibition, % at 30 µM, or IC50 in µM where a hit was titrated. hit rate 0.6% among 340,000;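 active = first-screen hits whose inhibition reached a set limit at any dose in the follow-up dose series; inconclusive = inhibition above the set first-screen limit but never retested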;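 also: fluorescence reports GDP produced by GAP-driven GTP hydrolysis; strong numbers were not always called active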
# TNAP activation fold = human TNAP enzyme activators, primary screen, biochemical, luminescent, no phosphate acceptor, uHTS (AID 1001); purified TNAP, luminescent activation assay, no phosphate acceptor; higher activation fold means a stronger effect; activation fold at 20 µM, or EC50 in µM where a hit was titrated; hit rate 0.03% among 200,000; Alkaline phosphatase, tissue-nonspecific isozyme (Homo sapiens); in the data active = activation fold from about 3, or a potency from the dose series; inactive = the rest, 99 in 100 with activation fold below about 1.6; also: many of its hits are not listed in these tables
# T cell HTS vesicle-bound % = second read-out of T cell HTS, no call of its own (marks repeat the call); double positive events, %; measured here: CD8+ vesicle-bound cell fraction;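 binding gate set so that unloaded-vesicle control wells show 10% double positive cells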
# NTR1 agonist cell count 20 µM = further read-out of NTR1 agonist, marked with its call; cell count; measured here: cell count, cytotoxicity flag
# Myeloid diff 2 GFP+ MAC1+ % = also measured in Myeloid diff 2; calls as there; GFP+ MAC1+ double positive, %; measured here: differentiation confirmed by MAC1 staining
# Numbers without * were called inactive; i = inactive; ? = inconclusive; / = not tested or not shown; [ ] = dose if it differs, or a comment.
# Every second line gives: Large T inhibition	TNAP activation fold	K1F lysis inhibition	NTR1 agonist cell count 20 µM	Myeloid diff 2	PhoP inhibition	RSV CPE inhibition	T cell HTS	MgcRacGAP inhibition	NTR1 agonist	T cell HTS vesicle-bound %	Myeloid diff 2 GFP+ MAC1+ %
- COc1ccc(CCNC(=O)C2CCN(C(=O)c3ccc(Br)cc3)CC2)cc1
  3%	/	-0.2%	64	i	6%	0.0%	i	10%	0.7	10	0.8
- CC(C)(C)C(=O)Nc1ccc(-c2cc3cc(Cl)ccc3o2)cc1
  21%	/	-1.3%	57	i	-6%	1.4%	i	1%	0.2	40	0.7
- CN(C)S(=O)(=O)c1ccc(Cl)c(NC(=O)CSc2nc3ccccc3c(=O)n2CCCN2CCOCC2)c1
  6%	1.1	-0.3%	50	i	3%	2.1%	i	4%	-3.4	50	0.6
- CCOc1ccc(CNC(=O)CCc2cn(C)c3ccccc23)cc1OC
  2%	1.1	0.1%	61	i	-2%	-1.0%	i	2%	-0.6	30	0.6
- COC(=O)c1[nH]c(C)c(/C(O)=C2\C(=O)C(=O)N(CCN3CCOCC3)C2c2ccco2)c1C (centres undefined)
  14%	/	1.0%	52	i	-12%	1.0%	i	11%	-0.5	16	0.4
- Cc1nn(-c2ccccc2)c(=S)n1-c1ccccc1
  2%	1.1	-0.1%	54	i	-4%	0.9%	i	12%	-0.6	21	0.5
- N=C(c1cccc([N+](=O)[O-])c1)N1CCCCC1
  18%	1	-0.6%	36	i	11%	-0.2%	i	-9%	0.0	58	0.6
- COc1ccc(C(=O)NCC(c2ccco2)N2CCOCC2)cc1OC (centres undefined)
  5%	/	-0.1%[50 µM]	71	i	-3%	-0.4%	i	-5%	0.8	19	0.8
- Cc1cc(NCc2ccccc2)nc(N2CCOCC2)n1
  13%	1.1	-2.1%	66	i	8%	-0.1%	i	6%	0.0	38	0.6
- O=C(COC(=O)CNC(=O)C1CCCCC1)Nc1cc(C(F)(F)F)ccc1Cl
  /	/	1.4%	63	i	/	-1.0%	i	0%	-0.1	31	1.9
- COc1cccc(CNc2cc(CSc3ccc(Cl)cc3)nc(C)n2)c1
  -5%	1.2	0.2%	49	i	24%	17%	i	-2%	3.0	59	0.7
- O=C(CCl)N=c1sccn1Cc1ccc(Cl)cc1Cl
  -11%	1.1	0.2%	55	/	3%	2.1%	i	6%	12	28	/
- COCCn1c(=NC(=O)CCS(=O)(=O)c2ccccc2)sc2c(OC)ccc(OC)c21
  2%	/	0.1%	65	i	-6%	1.2%	i	5%	1.9	59	2.2
- COCCNC(=O)CSCc1c(F)cccc1Cl
  -5%	1.1	4.9%	61	i	31%	1.0%	i	7%	0.0	33	6.2
- CS(=O)(=O)Nc1ccc(C(=O)NCCSCc2c(F)cccc2Cl)cc1
  6%	1.1	2.1%	53	i	-5%	5.9%	i	0%	1.5	49	0.3
- CN(CC(=O)Nc1ccc(F)cc1)C(=O)Cn1cnc2ccc(Cl)cc2c1=O
  /	/	0.7%[50 µM]	47	i	/	1.0%	i	8%	-0.9	44	0.6
- CCOC(=O)C1=C(CSc2nc3ccccc3s2)NC(=O)NC1c1ccc(OC)cc1 (centres undefined)
  -1%	1.1	0.4%	48	/	4%	11%	i	3%	3.7	21	/
- CCC1CCCCN1C(=O)CSc1nnc(-c2ccc(OC)cc2)o1 (centres undefined)
  0%	1.1	0.8%	51	i	4%	1.9%	i	4%	-2.7	41	0.9
- Fc1ccccc1NC(=S)N1CCN(c2ccccn2)CC1
  6%	1.1	3.8%	52	i	-9%	7.4%	i	7%	-0.6	34	0.4
- CCn1cc(C(=O)NCCC(=O)NC(C)C)c(=O)c2cc3c(cc21)OCO3
  26%	/	-0.1%	82	i	-3%	1.8%	i	9%	-0.4	55	1.3
- Cc1ccc(SCCN2CCN(Cc3ccccc3)CC2)cc1
  7%	/	1.0%	54	i	4%	0.3%	i	85µM*	2.1	38	0.2
- O=C(OC1CCN(c2ncc(C(F)(F)F)cc2Cl)CC1)c1cccc(C(F)(F)F)c1
  -5%	1	0.0%	76	i	-3%	7.0%	i	3%	-0.7	54	1.0
- CC(=O)c1ccc(N2CCN(CC3CCCCC3)CC2)cc1
  8%	/	0.3%	52	i	0%	3.5%	i	29%	2.1	37	0.2
- O=C(C1CC1)N(CCN(Cc1ccccc1)C(=O)C1CC1)Cc1ccccc1
  7%	1.1	-1.6%	62	i	10%	0.6%	i	5%	-2.0	60	1.2
- C[C@H](CO)N1C[C@H](C)[C@@H](CN(C)S(C)(=O)=O)Oc2ccc(NC(=O)C3CCCCC3)cc2C1=O
  /	/	-0.6%	60	i	/	/	i	2%	0.3	6	1.4
- COc1ccc2[nH]c3c(c2c1)CCN1C(=O)N([C@@H](C)C(=O)NCc2ccccc2)C(=O)[C@]31C
  17%	/	1.1%	95	i	-3%	1.8%	i	2%	-1.9	58	1.7
- Fc1ccc(F)c(CN2CCN(c3ncccn3)CC2)c1
  6%	1	1.4%	40	i	1%	0.5%	i	9%	0.7	14	8.2
- Cc1ccccc1Nc1nc(CSc2nnnn2-c2ccccc2)cs1
  21%	1.1	-0.5%	35	i	9%	3.3%	i	15%	2.7	25	1.1
- CC(=O)c1ccc(Oc2ncnc3sccc23)c(CN2CCOCC2)c1
  0%	1.1	-0.8%	84	i	-4%	0.2%	i	-6%	1.6	14	2.8
- CCn1c(C)c(C2=CCN(S(=O)(=O)c3ccc(C)cc3)CC2)c2ccccc21
  0%	1.2	1.4%	69	i	7%	?	i	8%	1.2	43	1.5

# Look-ups from above:
# Reading for COC(=O)c1[nH]c(C)c(/C(O)=C2\C(=O)C(=O)N(CCN3CCOCC3)C2c2ccco2)c1C (centres undefined) under K1F lysis inhibition: 1.0%
# Reading for CN(CC(=O)Nc1ccc(F)cc1)C(=O)Cn1cnc2ccc(Cl)cc2c1=O under K1F lysis inhibition: 0.7%[50 µM]

# The list goes on:
# Every second line gives: Large T inhibition	TNAP activation fold	K1F lysis inhibition	NTR1 agonist cell count 20 µM	Myeloid diff 2	PhoP inhibition	RSV CPE inhibition	T cell HTS	MgcRacGAP inhibition	NTR1 agonist	T cell HTS vesicle-bound %	Myeloid diff 2 GFP+ MAC1+ %
- Cc1ccc(S(=O)(=O)N(C)CC(=O)N2CCN(c3ccccn3)CC2)cc1
  -1%	1.2	0.2%	79	i	-9%	1.4%	i	8%	-0.5	60	0.8
- Cc1cc(Br)cc(C)c1NC(=S)NC(=O)CC(C)C
  -7%	1.1	1.6%	73	i	-11%	0.3%	i	8%	-0.6	20	0.1
- CC(C)COc1ccc(C(=O)OCCN2CCCCC2)cc1
  3%	/	0.1%	42	i	-3%	-0.2%	i	9%	-0.9	51	0.2
- Cc1ccc(C(=O)NCCc2c[nH]c3ccccc23)s1
  15%	/	0.3%	50	i	-6%	1.4%	i	3%	-0.3	56	0.6
- Cc1ccccc1NC(=O)CCC(=O)N/N=C/c1c[nH]c2ccccc12
  11%	1.1	0.1%	99	i	-1%	3.0%	i	-1%	0.4	42	0.8
- CC(Oc1ccc(Cl)cc1Cl)C(=O)NN=C1CCN(C)CC1 (centres undefined)
  0%	1	4.9%	51	i	-7%	2.4%	i	5%	0.2	21	0.1
- CCCCCCC(=O)Nc1ccc(C(=O)N2CCCC2)cc1
  -3%	1.1	-0.2%	67	i	3%	3.6%	i	4%	-1.3	34	5.6
- COc1cccc(/C=C(/C(=O)OCC(=O)NC2CCCCCCC2)c2ccccc2)c1
  3%	1.1	0.5%	84	i	-10%	?	i	3%	2.5	34	0.1
- Cc1ccc(C(=O)N/C(=C/c2ccco2)C(=O)NC2CCS(=O)(=O)C2)cc1 (centres undefined)
  11%	1.1	-0.2%	37	i	-4%	0.9%	i	7%	-0.4	23	0.3
- O=C(O)C1C2C=CC3(CN(c4cccc(C(F)(F)F)c4)C(=O)C13)O2 (centres undefined)
  7%	1.1	6.2%	68	i	-3%	1.7%	i	2%	1.1	51	7.9
- O=C(c1ccc(C(=O)N2CCCCCC2)cc1)N1CCCCCC1
  9%	1.1	0.6%	43	i	4%	2.6%	i	10%	0.5	24	0.8
- CCC1Oc2ccc(C)cc2N(CC(=O)NCC2COc3ccccc3O2)C1=O (centres undefined)
  3%	1.1	-0.1%	40	i	5%	0.0%	i	-8%	1.9	28	1.6
- COc1ccccc1CNC(=O)CN(C)S(=O)(=O)c1ccc(Br)s1
  9%	/	-0.2%	33	i	2%	3.3%	i	5%	0.2	34	0.5
- COc1ccc2oc(=O)cc(C)c2c1
  4%	1.1	0.7%	49	i	43%	4.8%	i	4%	-0.8	55	0.6
- NNC(=O)CCc1c[nH]c2ccccc12
  4%	1	-0.1%	64	i	-4%	2.3%	i	4%	-1.8	59	1.5
- COc1ccc(CN(C)CCc2ccccn2)c(OC)c1OC
  0%	1.1	-0.2%	68	i	7%	-1.0%	i	134µM*	-0.9	30	0.6
- Cc1nc2ccc(C(=O)O)cc2[nH]1
  6%	1.1	-0.2%	85	i	-2%	0.4%	i	-1%	-2.1	65	0.0
- CCOC(=O)C/C(C)=N/NC(=O)Nc1ccccc1
  11%	1	1.3%	51	i	-5%	0.6%	i	3%	1.2	36	0.4
- CCCOc1ccc(C(=O)N2CCCc3ccccc32)cc1
  6%	1.1	0.6%	82	i	7%	12%	i	7%	4.4	49	0.2
- N#Cc1cncc(C#Cc2ccccc2)c1
  25%	/	0.1%	95	i	-5%	1.6%	i	5%	0.2	21	0.1
- Cc1ccc(-c2nn(CCC(=O)Nc3cccnc3)c(=O)c3ccccc23)cc1
  13%	/	/	40	i	-11%	6.5%	i	/	9.1	32	0.8
